PrPC surface inh: inhibitors of human cell surface prion protein PrPC; P04156; TR-FRET read-out; inhibition, % at 13.8 µM; hit rate 0.43% among 370,000; AID 720596; in the data active = inhibition above about 24%; note: 0% = median of the test wells and 100% = reference compound wells
BoNT A protease: BoNT A light chain protease inhibition; multiplex microsphere protease substrate cleavage, flow cytometry; inhibition, % at 10 µM; hit rate 0.17% among 360,000; in the data active = inhibition above about 30%; inconclusive = no clear call, values can overlap the other calls; note: plate controls were buffer without enzyme for full effect and enzyme alone for no effect
GDH-TPI counter: inhibits GDH-TPI coupling enzymes, artifact for Mtb FBA screen. GDH-TPI coupled enzyme counterscreen, NADH absorbance. hit rate 1.2% among 360,000. inhibition, % at 4.8 µM. AID 588335;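 note: 0% = DMSO wells and 100% = wells lacking the enzyme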
CCHFV vOTU inh: CCHFV vOTU protease inhibition; hit rate 0.55% among 370,000; AID 651958; inhibition, % at 11.5 µM; Pep-AMC fluorescence; note: 0% = vehicle wells with enzyme and 100% = no enzyme wells
FBA Mtb inh: inhibitors of M. tuberculosis fructose-bisphosphate aldolase; purified M. tuberculosis FBA, fluorescence read-out; hit rate 2.3% among 360,000; inhibition, % at 1 µM; P9WQA3; in the data active = inhibition above about 27%;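 note: 0% = vehicle and 100% = reference inhibitor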
Target sequence (P9WQA3 whole entry, looked up): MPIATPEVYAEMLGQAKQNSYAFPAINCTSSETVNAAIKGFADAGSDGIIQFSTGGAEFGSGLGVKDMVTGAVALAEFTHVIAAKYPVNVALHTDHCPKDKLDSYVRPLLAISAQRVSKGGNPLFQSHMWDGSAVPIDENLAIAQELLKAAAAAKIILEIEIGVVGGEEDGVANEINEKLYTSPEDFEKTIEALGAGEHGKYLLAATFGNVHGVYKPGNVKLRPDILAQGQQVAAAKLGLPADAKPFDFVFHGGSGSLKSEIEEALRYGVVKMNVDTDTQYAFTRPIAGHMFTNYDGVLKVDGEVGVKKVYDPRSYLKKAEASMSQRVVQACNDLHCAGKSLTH
FadD28 FP inh: M. tuberculosis FadD28 bisubstrate binding inhibition. AID 588549. FadD28 bisubstrate probe binding, fluorescence polarization. hit rate 0.22% among 360,000. inhibition, % at 12.5 µM; in the data active = inhibition above about 8.5%, passing the limit was not always enough; inconclusive = no clear call, values can overlap the other calls
BioA inh: blocks M. tuberculosis BioA enzyme activity; purified M. tuberculosis BioA enzyme, plate reader; AID 602481; inhibition, % at 9.99 µM; hit rate 0.096% among 360,000; in the data active = inhibition above about 40%; inconclusive = no clear call, values can overlap the other calls
UGM FP inh: Mtb UDP-galactopyranose mutase inhibition | purified UGM, fluorescence polarization probe displacement | hit rate 0.06% among 320,000 | AID 504406 | inhibition, % at 10 µM; in the data active = inhibition above about 10%, passing the limit was not always enough; inconclusive = no clear call, values can overlap the other calls
Target sequence (P9WIQ1 whole entry, looked up): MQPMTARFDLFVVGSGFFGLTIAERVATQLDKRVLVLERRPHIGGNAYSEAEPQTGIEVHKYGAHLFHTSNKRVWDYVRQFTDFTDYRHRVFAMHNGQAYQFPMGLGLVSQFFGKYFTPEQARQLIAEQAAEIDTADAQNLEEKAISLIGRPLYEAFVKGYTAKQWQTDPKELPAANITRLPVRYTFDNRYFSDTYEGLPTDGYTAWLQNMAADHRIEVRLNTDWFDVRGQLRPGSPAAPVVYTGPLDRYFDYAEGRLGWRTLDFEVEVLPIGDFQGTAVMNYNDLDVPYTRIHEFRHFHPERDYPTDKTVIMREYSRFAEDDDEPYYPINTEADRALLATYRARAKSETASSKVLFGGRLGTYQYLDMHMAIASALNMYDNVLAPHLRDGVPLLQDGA
BoNT F protease: blocks Botulinum neurotoxin F light chain protease; hit rate 0.22% among 360,000; Multiplex microsphere protease cleavage assay, flow cytometry; inhibition, % at 10 µM; in the data active = inhibition above about 35%, passing the limit was not always enough; inconclusive = no clear call, values can overlap the other calls; note: plate controls were buffer without enzyme for full effect and enzyme alone for no effect
Numbers without * were called inactive; u = inconclusive; x = not tested or not shown. Cut-off read from the data, not from the text of the source, unless noted: active = inhibition above about 30%; inactive = the rest.

The first 3 records (preview)
Values in the order – CCHFV vOTU inh, BioA inh, GDH-TPI counter, FadD28 FP inh, BoNT A protease, BoNT F protease, PrPC surface inh, UGM FP inh, FBA Mtb inh
O=C(O)CCCNC(=O)CCCn1nnc2ccccc2c1=O
    -5, -0.1, 9, 1.0, -0.6, 4, 0, 2.1, 6
CCN(CC)c1ccc(CN(C(=O)c2ccco2)C2CCS(=O)(=O)C2)cc1 (configuration not stated)
    x, -2.6, 4, -1.8, -0.6, -11, x, -4.9, 4
Cc1ccc(C(=O)NCCOC23CC4CC(CC(C4)C2)C3)cc1
    0, 0.0, 12, -1.6, 0.7, -2, 1, -0.3, 1

Main list, previewed entries included:
Values in the order – CCHFV vOTU inh, BioA inh, GDH-TPI counter, FadD28 FP inh, BoNT A protease, BoNT F protease, PrPC surface inh, UGM FP inh, FBA Mtb inh
O=C(O)CCCNC(=O)CCCn1nnc2ccccc2c1=O
    -5, -0.1, 9, 1.0, -0.6, 4, 0, 2.1, 6
CCN(CC)c1ccc(CN(C(=O)c2ccco2)C2CCS(=O)(=O)C2)cc1 (configuration not stated)
    x, -2.6, 4, -1.8, -0.6, -11, x, -4.9, 4
Cc1ccc(C(=O)NCCOC23CC4CC(CC(C4)C2)C3)cc1
    0, 0.0, 12, -1.6, 0.7, -2, 1, -0.3, 1
CCCn1c(SCC(=O)c2cc(OC)ccc2OC)nnc1-c1ccco1
    17, -0.3, -3, -2.2, -0.1, -8, -7, -1.4, 1
Cc1ccc2[nH]c(=O)c(CN(CCCN3CCOCC3)C(=O)NC3CCCCC3)cc2c1
    2, 2.2, 27, -0.4, u, -2, -4, 2.3, 0
Cc1oc(/C=N/NC(=O)CN(c2ccccc2Cl)S(C)(=O)=O)cc1Br
    4, x, 10, -1.8, -1.2, -5, -5, -3.0, -3
CN(C)C(CNC(C(=O)Nc1ccc([N+](=O)[O-])cc1Br)c1ccccc1)c1ccccc1 (configuration not stated)
    2, x, -4, -2.6, 0.1, 2, -15, -1.8, 9
Cc1cc(C)cc(-n2c(C)cc(C(=S)N3CCOCC3)c2C)c1
    -4, x, 10, 1.0, -0.3, -10, -2, -3.1, 0
Cc1cc(COC(=O)C2N3C(=O)[C@@H](NC(=O)COc4ccccc4)[C@H]3SC2(C)C)on1 (some centres not stated)
    4, 1.0, -10, 0.3, -0.1, -6, -1, 0.2, 3
COc1ccc(/C=C/C(=O)NC(=S)Nc2ccccc2)cc1OC
    -13, -2.7, 8, -0.8, 0.6, 34, 0, 2.7, 1
CN(C)/C=C(\C#N)C(=O)Nc1ccccc1
    -7, x, 13, -4.6, -1.2, 0, 1, -6.1, 0
CCc1ccccc1NC(=O)Cn1nc(C(F)(F)F)c2c1CCC2
    15, -0.2, 3, 1.5, 0.4, -2, -5, -0.7, -2
Cc1ccc(C)c(CN2CCC(CNC(=O)Nc3ccc(F)c(Cl)c3)CC2)c1
    11, 0.5, 15, -12, -0.8, -22, -9, 2.8, -1
Cc1ccccc1C1CC(c2cccs2)=NN1S(C)(=O)=O (configuration not stated)
    1, -1.1, -1, -2.3, -0.3, -6, 0, -0.2, 0
Cc1nc2c(c(C)nn2-c2ccccc2)c(C)c1Cl
    3, 0.5, 9, -1.4, -0.7, -14, -8, -0.3, 2
N#CC1=C(N)Oc2c(ccc3ccccc23)C1c1ccsc1 (configuration not stated)
    -2, 0.6, -5, -5.6, 3.4, 2, 0, 0.0, -3
FC(F)Oc1ccccc1NC(=S)NCCc1ccccc1
    9, 0.0, 5, 0.0, 1.5, u, 12, -1.1, 1
CC1Cc2ccccc2N1CC(=O)Nc1ccc(S(=O)(=O)N(C)C)cc1 (configuration not stated)
    -9, x, -3, -0.6, 3.3, -23, -5, -1.8, 3
Cc1cccn2c(=O)c3cc(C(=O)NCCN4CCOCC4)c(=N)n(CCN4CCOCC4)c3nc12
    -78, 0.6, 11, 0.0, 0.2, -1, -21, 2.8, 151*
CCN1C(=O)c2ccc(C(=O)Nc3cccc(C(=O)O)c3)cc2C1=O
    -13, x, 14, -1.3, 2.7, -2, -1, 1.8, 0
COC(=O)c1cn(C)c2ccc(S(=O)(=O)N3CCCCC3)cc2c1=O
    2, -1.4, 40*, 1.3, 0.4, 0, 6, x, 5
CCCCCc1ccc(-c2cn(Cc3ccc([N+](=O)[O-])cc3)nn2)cc1
    x, -0.6, 6, -4.1, 0.0, -1, x, 1.0, -1
COc1cccc(C(=O)/C=C/Nc2cc(C)ccc2O)c1
    0, 1.0, 5, -1.2, 0.4, -1, 2, 0.5, -8
CN1CCN(C(=S)NC(=O)c2ccc(C(C)(C)C)cc2)CC1
    9, 15, 3, 0.1, -1.1, -6, -1, 2.4, 2
CC(C)(C)OC(=O)N1Cc2ccccc2C[C@H]1C(=O)N1CCC[C@H]1C(=O)O
    5, -0.2, -3, -0.4, -3.5, -18, 4, 1.4, 2
CN1CCN(c2ccc(Cl)cc2N)CC1
    -1, x, -3, -2.5, -1.3, -6, -3, -1.0, 1
O=C(COc1ccccc1[N+](=O)[O-])N/N=C/c1cccs1
    0, 0.1, 16, -1.1, -2.2, -12, -1, 1.0, 1
COc1ccc2c(c1)[nH]c1c(=O)n(CCCN3CCOCC3)cnc12
    -3, 0.8, -1, -3.4, -0.4, 4, 9, -1.1, 4
Cn1cnnc1SCC(=O)Nc1cc(S(=O)(=O)N2CCCCCC2)ccc1Cl
    6, -0.5, -1, -0.7, -0.5, -3, 11, -0.6, 4
N#Cc1cn(-c2ccccc2)nc1-c1ccccc1
    -17, x, 0, -0.2, -2.7, -15, -1, 2.6, 3
CCSc1nnc(-c2ccc(C)cc2)c2ccccc12
    0, 0.4, 1, -1.5, -0.8, -10, -3, 0.3, 3
FC(F)(F)c1cnc(-n2cc[nH]c2=S)c(Cl)c1
    7, -1.8, -6, -1.5, 0.7, -4, -1, -0.1, 1
O=C(CSc1ccccc1F)NCCN1C(=O)CSC1=O
    1, -4.4, 0, 0.0, -1.0, -9, -4, 0.4, 1
CN(CCOc1ccc(Cl)cc1)C(=O)c1cc(-c2ccco2)nc2ccccc12
    -28, -1.2, 7, -6.2, -5.2, -13, 4, 5.9, 37*
COc1ccc([C@H]2CC(=O)C=C(c3cc(Cl)ccc3OC)C2)cc1
    2, -0.2, 4, -6.0, -0.2, -5, 4, -4.4, 0
CCCNC(=O)[C@@H]1CCCN1C(=O)[C@@H]1Cc2ccccc2CN1
    -13, 5.8, -1, x, -3.3, -19, 5, -0.8, -1
CC1C(=O)Nc2ccc(S(=O)(=O)N3CCN(c4cccc(Cl)c4)CC3)cc2NC1=O (configuration not stated)
    -4, 2.9, 6, -4.1, 0.1, -2, 10, 3.2, -2
COc1cccc(CNC(=O)COC(=O)c2nn(C)c(=O)c3ccccc23)c1
    -1, -1.1, 3, 0.3, 0.0, 3, -1, -0.3, 0
Cc1onc(-c2ccccc2Cl)c1C(=O)Nc1cccc2nsnc12
    8, -1.9, 5, 0.6, 2.3, 0, 2, -1.8, 12
CCOC(=O)[C@@H]1[C@H]2COc3ccc(Br)cc3[C@@H]2N2C(=O)N(c3ccc(C(F)(F)F)cc3)C(=O)[C@@]12C
    1, -0.8, 4, -3.2, 0.3, 6, -1, 0.9, 0
Cc1nc(-c2cccc(NC(=O)C(C)Oc3ccccc3)c2)cs1 (configuration not stated)
    10, 1.5, 3, -4.5, -0.8, -11, 8, -1.3, 1
O=C(O)CCCC(=O)Nc1nc(-c2ccccc2)cs1
    11, -0.6, -2, 0.0, -0.4, -16, 0, 4.2, 2
CC1CCc2c(sc(NC(=O)COC(=O)c3ccc(O)cc3)c2C#N)C1 (configuration not stated)
    22, -0.6, 6, -1.9, 0.3, 2, -2, 2.4, 1
CN(C(=O)c1ccc(Cl)nc1)C1(c2ccccc2Cl)CCCCC1=O (configuration not stated)
    -3, x, -3, -0.9, 1.8, -1, -2, 0.6, 5
COc1ccc(C(C)C)cc1S(=O)(=O)Nc1cccnc1
    -8, -0.3, 6, 0.1, -0.3, 2, 6, x, 6
O=C(NCCc1ccc(Cl)cc1)C1CCC(=O)N1C1CCCC1 (configuration not stated)
    -11, 0.6, -2, -1.7, 0.5, -1, 1, 1.0, -3
COc1cccc(CNC(=O)c2cc(C)nc3ccccc23)c1
    5, x, -4, -2.5, 0.5, 5, -5, -1.1, -3
Cc1sc(NC(=O)C2=COCCO2)c(C#N)c1C
    6, 2.0, 14, 0.4, -0.5, 6, 8, x, 0
Cc1ccc(NC(=O)CCc2ccc(S(=O)(=O)N3CCOCC3)cc2)c(O)c1
    1, -0.3, 4, -4.4, -0.3, -2, -2, 0.4, -3
O=C(OCC(=O)N1CCN(c2ccccc2)CC1)c1cc(F)c(F)cc1Cl
    -3, -1.8, 4, -0.4, -0.6, -7, 4, x, -1
O=C(COC(=O)Cc1ccsc1)NNC(=O)c1ccccc1
    -1, 0.5, 9, 0.9, 0.8, -6, 2, 1.5, -1
COc1cccc(C(=O)Nc2ccc(S(=O)(=O)N3CCN(C)CC3)cc2)c1
    8, -1.2, 5, -0.5, 1.8, -13, -9, -3.3, 2
CC1CC(C)CN(CCCNC(=O)c2cn(C)c3ccc(S(=O)(=O)N4CCCC4)cc3c2=O)C1 (configuration not stated)
    8, -1.5, 16, -1.0, -0.1, 2, -1, -0.7, -1
CCCc1nc2ccccc2c(C(=O)OCC(=O)c2ccc3c(c2)NC(=O)CO3)c1CC
    -5, -2.2, -8, -5.6, -2.5, -9, -5, -3.2, -1
CCOc1ccc(S(=O)(=O)N=C(c2ccccc2)N2CCOCC2)cc1
    -19, 0.1, 4, -1.2, -0.3, -4, 2, 0.5, 2
COc1ccc(C(C(O)C(=O)c2c[nH]c3ccccc23)N2CCN(c3ccccc3)CC2)cc1 (configuration not stated)
    12, 0.4, 4, -0.8, 0.0, -2, -10, 1.6, -1
COc1ccc(NC(=O)c2cc(CC(C)C)nc3ccccc23)cc1
    10, -3.1, 13, -1.2, -0.3, u, 6, -1.7, 7
O=C1C=C(NCc2ccco2)CC(c2ccc(Cl)cc2)C1 (configuration not stated)
    5, 2.6, 12, -3.1, 0.7, -5, -2, 0.1, -7
CCC1(O)CC2CN(CCc3c([nH]c4ccccc34)C(C(=O)OC)(c3cc4c(cc3OC)N(C=O)C3C(O)(C(=O)OC)C(OC(C)=O)C5(CC)C=CCN6CCC43C65)C2)C1 (configuration not stated)
    9, x, -3, -2.6, 0.7, -4, 6, x, -2
Cc1cnc(C(=O)N2CCN(c3ccc(C(F)(F)F)cn3)CC2)cn1
    -5, -0.5, 2, 2.4, -1.6, u, 5, -1.0, 1

(further entries)
Values in the order – CCHFV vOTU inh, BioA inh, GDH-TPI counter, FadD28 FP inh, BoNT A protease, BoNT F protease, PrPC surface inh, UGM FP inh, FBA Mtb inh
COC(=O)c1sccc1NC(=O)COc1ccccc1Cl
    3, -2.0, -1, -0.3, 0.0, -8, 9, -0.8, 0
Cc1ccc(CN2CCN(C(=O)CCc3ccccc3)CC2)cc1
    -1, 1.0, -11, -3.2, -0.9, 5, 5, -0.4, -2
Cn1cc(CN2CCC(n3nccc3NC(=O)Cc3ccccc3)CC2)cn1
    0, 0.7, 8, -0.4, -0.6, -9, -1, 1.7, 3
COc1ccc(C(=O)NC(=S)N2CCOCC2)cc1[N+](=O)[O-]
    9, -1.5, 5, -0.1, 3.0, -2, 0, 1.8, 3
COC(=O)NCC(C)OC(=O)Nc1ccc(Cl)cc1 (configuration not stated)
    -1, x, 8, 0.2, 0.0, -1, -2, -0.3, 1
CCOC(=O)Nc1sc2c(c1C(=O)OCC)CCC2
    4, 0.4, 1, -0.6, -0.7, -3, -2, -0.3, -1
N/C(CSc1ccc(Cl)cc1)=N\NC(=O)c1ccncc1
    -2, x, 3, u, 0.5, 0, 10, -0.1, 0
Cc1ccc(-c2nc(SCC(=O)NCC3CCCO3)c(-c3ccc(C)cc3)[nH]2)cc1 (configuration not stated)
    1, -1.6, 9, 0.2, -1.5, -13, -5, -0.6, 5
O=C(/C=C/c1ccc2c(c1)OCO2)NCc1ccc(F)cc1
    -16, 1.1, 17, 0.5, -0.2, -4, -6, 0.0, 13
COc1ccccc1N1CCN(c2ccc3cc(S(=O)(=O)N4CCCCC4)ccc3n2)CC1
    10, -2.9, 4, -22, 1.7, 7, -2, 0.8, 8
O=C(/C=C\Nc1ccc2c(c1)OCO2)c1ccc(Cl)s1
    -5, -0.3, -1, 0.1, 0.9, -11, 9, -2.2, 4
O=C(Nc1cccc(S(=O)(=O)N2CCCCC2)c1)c1ccc(S(=O)(=O)C(F)F)cc1
    0, -0.7, 12, -3.9, -0.7, 0, 15, -2.9, 0
